# EPAC2 antagonist – antagonists of human EPAC2 | AID 720708 | Potency, µM (highest dose often 114 µM), inactives show top-dose activity, negative = inhibition, usual class: inhibitors | Q8WZA2 | EPAC2 GEF exchange of Rap1B-BODIPY-GDP, fluorescence | actives 0.18% (n = 360,000); note: % is set by controls: 0 for no effect and ±100 for the full control effect; nearly all actives have a fitted effect of over 45% in size; many of its hits are not listed in these tables
# Target sequence (Q8WZA2 whole entry, looked up): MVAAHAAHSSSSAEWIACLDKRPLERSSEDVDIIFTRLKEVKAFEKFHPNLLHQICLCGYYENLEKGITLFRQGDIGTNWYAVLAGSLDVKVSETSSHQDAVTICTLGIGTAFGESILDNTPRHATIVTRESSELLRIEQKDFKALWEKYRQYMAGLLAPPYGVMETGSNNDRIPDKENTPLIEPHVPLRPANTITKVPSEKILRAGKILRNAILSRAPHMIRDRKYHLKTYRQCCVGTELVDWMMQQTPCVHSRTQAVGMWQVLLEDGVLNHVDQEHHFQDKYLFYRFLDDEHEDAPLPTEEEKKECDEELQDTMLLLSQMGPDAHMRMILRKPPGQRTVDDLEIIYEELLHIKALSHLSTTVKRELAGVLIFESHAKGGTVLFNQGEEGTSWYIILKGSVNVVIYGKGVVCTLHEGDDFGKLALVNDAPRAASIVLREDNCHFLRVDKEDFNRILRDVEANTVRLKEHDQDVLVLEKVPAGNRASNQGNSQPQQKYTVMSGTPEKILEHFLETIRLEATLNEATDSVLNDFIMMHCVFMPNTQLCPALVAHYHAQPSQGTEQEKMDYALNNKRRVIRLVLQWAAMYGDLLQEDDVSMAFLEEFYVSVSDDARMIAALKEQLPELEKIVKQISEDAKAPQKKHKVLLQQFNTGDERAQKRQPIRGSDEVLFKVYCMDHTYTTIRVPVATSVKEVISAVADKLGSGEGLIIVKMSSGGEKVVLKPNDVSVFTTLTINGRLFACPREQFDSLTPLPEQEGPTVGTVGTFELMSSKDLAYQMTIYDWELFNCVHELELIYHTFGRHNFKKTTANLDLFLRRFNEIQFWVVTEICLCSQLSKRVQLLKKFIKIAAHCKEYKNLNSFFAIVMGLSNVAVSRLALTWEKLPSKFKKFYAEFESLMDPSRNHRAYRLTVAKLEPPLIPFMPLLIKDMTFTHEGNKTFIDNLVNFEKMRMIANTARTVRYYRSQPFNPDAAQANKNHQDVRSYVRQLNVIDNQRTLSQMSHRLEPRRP
# MCF10A rereplic – induces DNA re-replication in MCF 10a normal breast cells; actives 2.9% (n = 350,000); AID 624296; MCF 10A DNA re-replication, Hoechst nuclear intensity, 48 h; Potency, µM (highest dose often 46.1 µM), for inactives: at the top dose activity, positive = re-replication, hits mostly activators; note: % of control where 0% means no effect; nearly all actives have a fitted effect of over 50% in size
# HepG2 viability – counter-screen for TGF-b inhibitors: cytotoxicity in HepG2 cells. HepG2 CAGA-GFP viability, ATP luminescence, 18 h. Potency, µM (series often up to 46.1 µM), for inactives: at the highest dose activity change, negative = cytotoxicity, usual class: cytotoxic. actives 0.76% (n = 410,000). AID 588856; note: some results filed as inactive show a strong effect at the top dose
#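 CellTiter-Glo luminescence gave cytotoxicity after 18 hours at 37 degrees C. The cells were HepG2 CAGA-GFP in 1% FBS DMEM, stimulated with 500 pg/mL TGF-beta after compound addition. %Activity was normalised to no-cell wells (complete cell-killing) and DMSO (no toxicity), and curves were fitted and classified.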
# Nrf2 block – blocks Nrf2 signaling. A549 ARE-Fluc reporter, luciferase luminescence, 18-24 h. Potency, µM (series often up to 46 µM), without a hit: at the highest dose activity change, negative = inhibition, usual class: inhibitors. actives 2.1% (n = 360,000). AID 504444; note: % is set by controls: 0 for no effect and ±100 for the full control effect; nearly all actives have a fitted effect of over 60% in size
#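 Reporter: ARE-Fluc in A549. Exposure: 18-24 h, 37 °C, 5% CO2, 5% FBS OPTI-MEM. Readouts: fluorescent cytotoxicity (CellTiter-Fluor), then luminescent Nrf2 signal after BugLite.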
# ATXN viability – reduces viability in counter-screen for ATXN expression inhibitors; S2 cells (HEK-293 line with an ATXN2-luciferase reporter) viability, CellTiter-Fluor protease fluorescence, 24 h; Potency, µM (titrated, usually from 56.7 µM), usual class: cytotoxic; actives 0.49% (n = 400,000); note: nearly all actives have a fitted effect of over 40% in size
# ATXN2 expr inh – inhibitors of ATXN2 expression; AID 1745845; Potency, µM (highest dose often 57 µM), for the others: top-dose activity change, negative = inhibition, usual class: inhibitors; HEK-293 ATXN2-luciferase reporter, luminescence, 24 h; actives 0.72% (n = 360,000); note: % is set by controls: 0 for no effect and ±100 for the full control effect; nearly all actives have a fitted effect of over 55% in size
#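 ATXN2-luciferase reporter cells (luciferase flanked by upstream and downstream ATXN2 gene portions) were treated 24 h at 37 °C with compounds at up to 57 uM. SteadyGlo luminescence gave expression; GF-AFC fluorescence gave viability.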
# Nrf2 ARE act – activates Nrf2 signaling; Potency, µM (titrated, usually from 46.1 µM), inactives show top-dose activation, usual class: activators; AREc32 ARE-luciferase reporter (MCF7-derived line), luminescence, 24 h; actives 0.31% (n = 410,000); note: % of control where 0% means no effect; nearly all actives have a fitted effect of over 65% in size
#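 Reporter line AREc32 (ARE-Fluc), seeded overnight in OPTI-MEM with 5% FBS; compound pin-transferred, 24 hr at 37 deg C, 5% CO2; luminescent read-out.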
# TGFb SMAD3 inh – inhibitors of TGF-b signaling; HepG2 CAGA-GFP TGF-b/SMAD3 reporter, GFP fluorescence, 18 h; TGF-beta stimulated, 500 pg/mL final; Potency, µM (highest dose often 46.1 µM), inactives show top-dose activity, negative = inhibition, actives largely listed as inhibitors; actives 1.2% (n = 410,000); AID 588855; note: % is set by controls: 0 for no effect and ±100 for the full control effect; nearly all actives have a fitted effect of over 65% in size
#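 Read-out: total well GFP (ex488/em500-530) summed from mean per-cell fluorescence. Cells: HEPG2 CAGA-GFP, 1% FBS DMEM, 18 h at 37 degrees C with 500 pg/mL final TGF-beta. Unstimulated wells served as the full-inhibition control; stimulated DMSO wells = 0%.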
# A549 tox – A549 cytotoxicity, counter-screen for Nrf2 inhibitors. A549 ARE-Fluc cells, CellTiter-Fluor viability, 18-24 h. Potency, µM (doses to about 46 µM), without a hit: top-dose activity change, negative = cytotoxicity, most hits filed as inhibitors. actives 0.16% (n = 390,000). AID 504648; note: % is set by controls: 0 for no effect and ±100 for the full control effect
#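 Cytotoxicity counterscreen: CellTiter-Fluor fluorescence was measured in A549 ARE_Fluc cells after 18-24 h of compound exposure in a concentration series. The subsequent BugLite luminescent read reports ARE-luciferase activity.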
# * hit, by the source's call; i = inactive; ? = inconclusive; · = not tested or not shown; & = joins results of further samples; [ ] = another dose, or the depositor's remark. Calls come from the whole dose curve; as a rule, active = well fitted curve in the direction sought with a large enough effect; inconclusive = small, poorly fitted or top-dose-only effect, or another doubt; inactive = no such curve, though single readings can be large; an effect the other way counts as inactive or inconclusive. Potency is the fitted concentration of half-maximal effect. An excerpt; the hit share may differ from the screen's.
Structure	EPAC2 antagonist	MCF10A rereplic	HepG2 viability	Nrf2 block	ATXN viability	ATXN2 expr inh	Nrf2 ARE act	TGFb SMAD3 inh	A549 tox
COc1ccc2c(-c3ccccc3)cc(N3CCOCC3)nc2c1	0%[57.1 µM]	21µM*	-6%	?	i	-9%	3.7%	-29%	-1%
COc1ccc(CCN(Cc2cccs2)S(=O)(=O)c2ccc(-n3cnnn3)c(OC)c2)cc1OC	11%	-10%	-21%	-8%	i	-18%	-0.1%	?	-15%
Cc1cc(NC(=O)CSc2nnc(-c3ccccc3F)n2C)no1	4%	-3%	-16%	0%	i	5%	0.3%	9%	8%
O=C(N/N=C/c1cc2ccccc2nc1Cl)[C@H]1C[C@@H]1c1ccccc1	1%	?	18%	?	i	-4%	-0.4%	-12%	-6%
CC(CCc1ccccc1)NC(=O)CCNS(=O)(=O)c1ccccc1 (configuration not stated)	5%	1%	-5%	8%	i	4%	-0.3%	-1%	3%
CCOC(=O)N1CCN(S(=O)(=O)c2ccc(OC)c(OC)c2)CC1	-4%	4%	0%	1%	i	-4%	0.0%	2%	0%
Cc1cc(C(=O)O)sc1C	16%	-20%	10%	·	i	2%	0.2%	5%	-2%
Cn1cnc(S(=O)(=O)N2CCN(c3ccc(F)cc3)CC2)c1	14%	0%	-4%	0%	i	·	-0.7%	1%	2%
Cc1snc2sc(C(=O)c3ccc(Br)cc3)c(N)c12	0%	19%	17%	·	i	17%	4.8%	22%	0%
COC(=O)c1c[nH]c(=O)c2ccccc12	16%	-7%	-14%	-22%	i	-9%	-0.5%	3%	0%
COc1ccc(NC(=O)CN2CCN(CC(=O)Nc3ccccc3F)CC2)cc1OC	-10%	10%	-28%&1%	·	i	1%&1%	-0.5%&0.9%	-2%&29%	10%&10%
Cc1nc(-c2cccc(NC(=O)COc3ccc(Cl)cc3)c2)cs1	9%	3%	13%	?	i	-23%	-0.5%	-8%	-9%
O=C(/C=C/c1cccc([N+](=O)[O-])c1)OCC(=O)c1ccccc1	-11%	-6%	-9%	-14%	i	·	3.7%	-1%	-1%
O=C(NCc1ccc(-c2nc3ccccc3s2)cc1)c1ccc(Br)o1	1%	?	0%	30%	?	0%	0.0%	-8%	0%
Cc1ccc(NC(=O)c2cc3c(Cl)nc4ccc(C)cc4c3s2)c(Cl)c1	·	·	3%	-10%	·	·	4.6%	38%[activator]	0%
Cc1ccc(Cl)cc1NC(=O)C1COc2ccccc2O1 (configuration not stated)	6%	2%	-2%	6%	i	13%	11%	-17%	2%
C#CCOc1c(Cl)cc(/C=C2/C(=O)ON=C2C)cc1OC	5%	-16%	1%	-3%	i	31%[activator]	-0.3%	4%	-5%
COc1ccc(OCC(=O)N/N=C/c2cccc3cccnc23)cc1	3%	-12%	-11%	-19%	i	?	2.6%	3%	-3%
CC(C)(C)c1ccc(OCCNC(=O)c2ncn[nH]2)cc1	9%	?	-12%	19%	i	8%	-0.3%	0%	-5%
COc1ccc(C2c3c(-c4ccccc4O)n[nH]c3C(=O)N2Cc2ccco2)cc1 (configuration not stated)	?	?	-21%&-64%	12%&18%	?	-1%	7.5%&4.3%	?	-2%&-7%

# Part of the list above in a different format:
# Results follow in this order: EPAC2 antagonist, MCF10A rereplic, HepG2 viability, Nrf2 block, ATXN viability, ATXN2 expr inh, Nrf2 ARE act, TGFb SMAD3 inh, A549 tox
- CC(C)(C)c1ccc(OCCNC(=O)c2ncn[nH]2)cc1
    9%, ?, -12%, 19%, i, 8%, -0.3%, 0%, -5%
- COc1ccc(C2c3c(-c4ccccc4O)n[nH]c3C(=O)N2Cc2ccco2)cc1 (configuration not stated)
    ?, ?, -21%&-64%, 12%&18%, ?, -1%, 7.5%&4.3%, ?, -2%&-7%

# As entered above:
# HepG2 viability with O=C(NCc1ccc(-c2nc3ccccc3s2)cc1)c1ccc(Br)o1 = 0%
# A549 tox with CC(CCc1ccccc1)NC(=O)CCNS(=O)(=O)c1ccccc1 (configuration not stated) = 3%
# A549 tox with Cn1cnc(S(=O)(=O)N2CCN(c3ccc(F)cc3)CC2)c1 = 2%
# Nrf2 ARE act with COc1ccc2c(-c3ccccc3)cc(N3CCOCC3)nc2c1 = 3.7%

# (further entries)
Structure	EPAC2 antagonist	MCF10A rereplic	HepG2 viability	Nrf2 block	ATXN viability	ATXN2 expr inh	Nrf2 ARE act	TGFb SMAD3 inh	A549 tox
O=c1c2nnn(Cc3ccccc3)c2ncn1C/C=C/c1ccccc1	0%	0%	4%	-26%	i	-10%	0.1%	-3%	-8%
COc1ccc(C(C)C)cc1S(=O)(=O)N1CCC(C(=O)N2CCN(C)CC2)CC1	-2%	-8%	0%	-16%	i	-7%	-0.3%	9%	-8%
O=C(C1CCN(S(=O)(=O)c2ccccc2)CC1)N1CCN(c2ccccc2)CC1	-7%	?	0%	-1%	i	-5%	0.2%	-4%	5%
COc1ccc(S(=O)(=O)N2CCN(C(=O)c3cccs3)CC2)cc1OC	-2%	1%	-4%	-10%	i	-5%	-0.2%	-1%	4%
CC(C)Sc1ccc([N+](=O)[O-])cc1C(=O)Nc1ccncc1	-6%	0%	5%	-17%	i	1%	1.6%	19%	2%
NS(=O)(=O)c1ccc2nc(NC(=O)Nc3ccc(F)cc3)sc2c1	-12%	10%	-8%	0%	i	37%	2.9%	-9%	-1%
Cc1c(-c2nc3ccccc3[nH]2)cnn1C	-4%	4%	-2%	3%	i	17%	1.0%	-1%	-1%
COc1ccc(C(=O)c2ccc3oc(-c4ccc(OC)cc4)c(C#CCCO)c3c2)cc1	4%	-3%	-9%	?	i	-17%	-0.6%	4%	-4%
CCc1ccc(N2CC(c3nc4ccccc4n3Cc3ccccc3C)CC2=O)cc1 (configuration not stated)	·	·	-26%	15µM*	?	?	0.7%	10µM*	-7%
C[C@H](CO)N1C[C@H](C)[C@@H](CN(C)C(=O)c2cccnc2)Oc2ncc(Br)cc2C1=O	-5%	·	3%	·	i	5%	0.1%	12%	·
Cc1noc(C)c1C(=O)N1CCC1(C)C(=O)NS(=O)(=O)c1ccccc1Cl (configuration not stated)	34%[activator]	·	-18%	·	i	12%	-0.3%	-2%	·
CC(NC(=O)c1cccs1)c1nnc(SCc2ccc(Cl)cc2Cl)n1C (configuration not stated)	20%	-2%	-8%	7%	i	-3%	0.1%	-8%	7%
C=CC[C@@H](CC(=O)N[C@@H](CO)Cc1ccccc1)C(=O)N[C@H](COC(=O)[C@H](CC=C)CC(=O)OC(C)(C)C)Cc1c[nH]c2ccccc12	-12%	?	-15%	?	·	?	-2.5%	?	?
O=C(/C=C/c1ccccc1[N+](=O)[O-])OCC(=O)N1CCN(c2ccccc2)CC1	-3%	·	5%	·	i	·	21%	9%	·
CCN(CC)CCC(=O)N1C/C(=C/c2ccccc2)C(=O)/C(=C\c2ccccc2)C1	6%	?	-104%	11%	13µM*	24µM*	?	2.8µM*	-6%
CCOc1ccccc1NC(=O)Nc1cccc(C(C)=O)c1	10%	1%	-31%	-14%	i	16%	3.2%	-7%	0%
Cc1c(Cl)cnc(NC(=O)COC(=O)[C@@H](NC(=O)c2ccco2)C(C)C)c1Cl	0%	1%	1%	6%	i	-6%	10%	-24%	-1%
O=C(Nc1nc(-c2ccc3c(c2)OCCO3)cs1)c1ccc(Br)o1	6%	·	-58%	·	i	·	9.2%	?	·
O=C(NCc1ccccn1)c1ccc2c(c1)N(Cc1ccccc1)CCS2	-10%	7%	-18%	9%	i	-6%	0.0%	20%	3%
COc1ccc(OC(=O)COc2ccccc2C)cc1	-10%	-10%	-26%	4%	i	-27%	-0.7%	0%	2%

# One compound at a time, as listed above. Values in the order: EPAC2 antagonist | MCF10A rereplic | HepG2 viability | Nrf2 block | ATXN viability | ATXN2 expr inh | Nrf2 ARE act | TGFb SMAD3 inh | A549 tox
# COc1ccc(C(=O)c2ccc3oc(-c4ccc(OC)cc4)c(C#CCCO)c3c2)cc1 reads 4% | -3% | -9% | ? | i | -17% | -0.6% | 4% | -4%
# O=C(C1CCN(S(=O)(=O)c2ccccc2)CC1)N1CCN(c2ccccc2)CC1 reads -7% | ? | 0% | -1% | i | -5% | 0.2% | -4% | 5%
# O=C(/C=C/c1ccccc1[N+](=O)[O-])OCC(=O)N1CCN(c2ccccc2)CC1 reads -3% | · | 5% | · | i | · | 21% | 9% | ·
# COc1ccc(OC(=O)COc2ccccc2C)cc1 reads -10% | -10% | -26% | 4% | i | -27% | -0.7% | 0% | 2%

# The list goes on.
Structure	EPAC2 antagonist	MCF10A rereplic	HepG2 viability	Nrf2 block	ATXN viability	ATXN2 expr inh	Nrf2 ARE act	TGFb SMAD3 inh	A549 tox
O=C(CCc1nnc(Cc2ccc3c(c2)OCO3)o1)NCCc1ccccc1Cl	-5%	21µM*	-5%	?	i	1%	1.3%	4%	-10%
Cc1ccccc1N1C(=O)c2cccc3cccc(c23)C1=O	-2%	5%	-12%	-21%	i	-16%	4.1%	?	-23%
COCCNC(=S)N/N=C(\C)c1ccccc1OC	11%	2%	0%	2%	i	3%	4.0%	-9%	-2%
CCCOc1ccc(F)cc1-c1cc(C(=O)NCc2cccs2)[nH]n1	-8%	·	7%	·	?	?	-3.2%	?	·
c1nnnn1C12CC3CC(CC(C3)C1)C2	7%	0%	-4%	?	i	6%	0.3%	-14%	0%

# TGFb SMAD3 inh: what is marked active above.
canonical_smiles | EPAC2 antagonist | TGFb SMAD3 inh
CCc1ccc(N2CC(c3nc4ccccc4n3Cc3ccccc3C)CC2=O)cc1 (configuration not stated) | · | 10µM*
CCN(CC)CCC(=O)N1C/C(=C/c2ccccc2)C(=O)/C(=C\c2ccccc2)C1 | 6% | 2.8µM*
